Source: PubChem (Broad Institute)
ARNT-TACC3 inh: disruptors of human ARNT/TACC3 interaction | AID 623870 | Q9Y6A5 | AlphaScreen His-ARNT PAS-B/GST-TACC3 binding, luminescence; TACC3 fragment carries E629A point mutation | inhibition, % at 9.99 µM | 390,000 tested, 0.66% active;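 active = mean inhibition of replicates at least 50% and at least half of replicates each reaching 50%; inconclusive = half or more replicates reach 50% but mean below 50%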;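 note: 0% = complete ARNT plus TACC3 wells and 100% = ARNT alone without TACC3; many hits fall short of the cut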
PAX8 inh HTS: PAX8 transcriptional activity inhibition | RMG-I TPO-luciferase reporter, SteadyGlo, 24 h | inhibition, % at 12.6 µM | 360,000 tested, 1.2% active | AID 652154;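 active = mean replicate inhibition at least 60% with every replicate also reaching 60%; inconclusive = only one of the two criteria is met; inactive = mean below 60% and not all replicates reaching 60%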;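 note: luciferase light reporting Pax8 driven TPO promoter activity; plate controls were median of neutral control wells for no effect and mitoxantrone controls for full effect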
GSIS activator: primary screen for activators of insulin secretion dependent on glucose, INS-1E cells, GLuc reporter luminescence; AID 743287; activation, % at 16.6 µM; 370,000 tested, 0.61% active; INS-1E GLuc reporter insulin secretion, 2-3 h;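 active = lowest replicate activation of at least 40%, so every replicate reaches that level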;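 note: 0% = median of neutral control wells and 100% = median of IBMX positive control wells; some compounds called inactive have numbers as strong as hits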
LGR2 antag: inhibitors of bursicon-induced Drosophila LGR2 receptor cAMP signaling | HEK293 LGR2, CRE-luciferase, bursicon-stimulated, 4 h | inhibition, % at 9.99 µM | 380,000 tested, 0.35% active | AID 720647;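 active = drop in luminescence signal, shown as inhibition above about 50% in the replicate tests, limit read from the data, passing the limit was not always enough; inconclusive = probably only some replicates passing the limit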;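 note: agonist challenge used bursicon conditioned medium at about half maximal strength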
PGC1a acetyl inh: modulators of PGC1a acetylation | U2OS PGC1a acetylation, AlphaScreen anti-acetyl-lysine; with virally co-expressed GCN5 acetyltransferase | AID 651687 | inhibition, % at 15.6 µM | 350,000 tested, 0.17% active;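 active = every replicate shows inhibition of at least 40%; inconclusive = mean inhibition at least 40% but some replicate below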;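 note: 0% = neutral control wells and 100% = positive control wells; some results beyond the cut were filed as inactive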
Cneo AK release: causes C. neoformans cell lysis; lysis activity, % at 15 µM; 360,000 tested, 0.2% active; AID 651654; adenylate kinase release luminescence, 4 h; normalised: neutral wells 0, clomiphene wells 100;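 active = mean lysis activity across replicates of at least 80%, whatever share of replicates individually reach that level; inactive = mean lysis activity below 80%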
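Assay system: Cryptococcus neoformans yeast cells / Dosing: single-point compound dose / Timing: 4 h at 37 °C static, read 1 h later / Measured by: luminescence of released adenylate kinase using an AK detection reagent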
PglD DTNB: PglD (C. jejuni) enzyme inhibition | purified PglD enzyme, DTNB colorimetric CoA detection | inhibition, % at 12.5 µM | 360,000 tested, 0.098% active; in the data active = inhibition above about 16%, passing the limit was not always enough; inconclusive = no clear call, values can overlap the other calls; note: strong numbers were not always called active
Statin myotox sup: suppression of simvastatin myotoxicity; AID 602340; rescue of ATP level, % at 7.49 µM; 330,000 tested, 0.78% active; C2C12 myotubes + simvastatin, ATP luminescence, 48 h; scaled: DMSO 0, geranylgeraniol control 100;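 active = mean ATP rescue above about 67%, or every replicate alone reaching that limit, limit read from the data, passing the limit was not always enough; inconclusive = no clear call, values can overlap the other calls; inactive = mean under the limit and some replicate under it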;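 note: myotubes were challenged with 10 µM simvastatin during compound exposure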
* hit, by the source's call; ? = inconclusive; . = not tested or not shown; & = joins results of further samples.

SMILES	ARNT-TACC3 inh	PAX8 inh HTS	GSIS activator	LGR2 antag	PGC1a acetyl inh	Cneo AK release	PglD DTNB	Statin myotox sup
CCOC(=O)N1CCN(S(=O)(=O)c2ccc(OC)c(Cl)c2)CC1	0	.	.	.	-19	1	0	5
Cc1ccc(C(=O)NC(C)c2ccncc2)o1 (configuration not stated)	0	-6	18	8	-1	0	4	.
CCOC(=O)N1CCN(c2nc(C)c3c(n2)CCCC3=O)CC1	2	.	.	.	-18	-1	4	8
CCOc1ccc(NS(=O)(=O)c2ccc(C(=O)N3CCC3)cc2)cc1	2	-15	1	-3	3	0	0	-4
COc1ccc(CCC(=O)NCc2ccccc2OC)cc1	-15	-3	13	2	-1	1	-1	-1
Cn1ccnc1COc1ccc(/C=N/O)cc1	4	6	34	11	6	1	-12	2
C[C@@H]1CN([C@@H](C)CO)C(=O)c2cccc(NC(=O)Nc3ccccc3)c2O[C@H]1CN(C)C(=O)Nc1ccc(F)cc1	-6	3	18	6	3	5	-5	24
Cc1ccccc1C(=O)NC(=S)Nc1ccc(S(=O)(=O)N2CCN(C)CC2)cc1	-2	.	.	.	8	6	-2	-7
NC(=O)C1CCCN(C(=O)NC2CCCCC2)C1 (configuration not stated)	2	.	19	-20	-16	0	-9	0
CCCC#Cc1ccc2c(c1)O[C@@H](CN(C)CC1CCCC1)[C@H](C)CN([C@H](C)CO)S2(=O)=O	.	28	-8	13	2	.	.	.
CCOC(=O)c1ccc(NC(=O)CC2C(=O)N(c3ccc(F)cc3)C(=O)N2CCCOC)cc1 (configuration not stated)	1	.	.	.	4	-1	1	5
Clc1ccc(-c2cnnc(-c3ccccn3)n2)cc1	61*	-153	-2	-140	1	13	-3	5
COc1ccccc1CCNC(=O)c1csc2c1CCCC2	23	-12	-4	-33	6	4	-4	-3
c1ccc(CSC2=NCCS2)cc1	-7	-17	4	-20	-8	.	.	.
CCN(Cc1ccncc1)Cc1nc(CC2CC2)no1	2	-4	2	0	6	.	.	5

2 compounds from above, showing only ARNT-TACC3 inh.
Structure	ARNT-TACC3 inh
CCN(Cc1ccncc1)Cc1nc(CC2CC2)no1	2
Cn1ccnc1COc1ccc(/C=N/O)cc1	4

(more compounds)
SMILES	ARNT-TACC3 inh	PAX8 inh HTS	GSIS activator	LGR2 antag	PGC1a acetyl inh	Cneo AK release	PglD DTNB	Statin myotox sup
O=C(N[C@H]1CC[C@@H](CCn2cc(C3(O)CCCC3)nn2)O[C@@H]1CO)C1CCCCC1	-2	-6	6	18	-3	-1	12	3
CCC(CC)NC(=O)C1CCN(c2ccc(S(=O)(=O)N3CCOCC3)cc2[N+](=O)[O-])CC1	-4	12	5	-3	2	0	-4	-8
Cc1ccc(C(=O)NCCCNC(=O)c2ccco2)cc1	-4	2	2	9	.	1	-3	8
CC(=NNS(=O)(=O)c1ccc(C)cc1)c1ccccc1	.	-104	-5	7	-12	1	-1	2
CCN(c1ccccc1)S(=O)(=O)c1cccc(C(=O)NCC(c2ccco2)N2CCCCC2)c1 (configuration not stated)	7	13	-65	3	-8	0	2	13
O=C(/C=C/Nc1ccc(S(=O)(=O)Nc2ncccn2)cc1)c1ccc(Cl)c(Cl)c1	-4	-7	5	-22	13	2	0	0
Cc1ccc(NC(=O)[C@H](Cc2ccccc2)NC(=O)[C@@H]2Cc3ccccc3CN2)c(C)c1	-13	4	26	5	-5	2	-3	-4
COc1ccccc1NS(=O)(=O)c1ccc(OC)c([N+](=O)[O-])c1	-11	-2	0	-1	.	.	.	.
C[C@@H]1CN([C@H](C)CO)C(=O)c2cccc(NC(=O)C3CC3)c2O[C@@H]1CN(C)S(=O)(=O)c1cccs1	-8	-10	16	-1	0	3	-3	-25
O=C(CCCSc1ccccc1)Nc1cccc(CO)c1	-6	-5	20	-12	0	0	1	-5
C[C@H]1CN([C@@H](C)CO)C(=O)Cc2cc(NS(=O)(=O)c3ccc(F)cc3)ccc2O[C@@H]1CN(C)Cc1ccncc1	-6	12	7	-6	3	34	4	32
O=C(NCCc1ccccc1)C(=O)c1c[nH]c2ccccc12	0	-88	5	-30	-1	0	4	-9
CC(=O)Nc1nc2cc(C(N)=O)ccc2s1	-3	-11	14	-6	.	0	5	5
CCN(CC)CC#CCC(C)(c1ccccc1)c1ccccc1	-5	.	-20	7	-38	0	1	-29
Cn1/c(=N/NC(=O)c2ccccc2Br)sc2ccccc21	1	-120	18	-57	-17	.	.	.
Cc1ccc(C)c(NS(=O)(=O)c2c(C)nc3sccn3c2=O)c1	-9	-3	.	-15	-14	-1	-10	19
CCOc1ccc(Cc2nnc(SCC(=O)Nc3ccc(OC)cc3)n(N)c2=O)cc1	-1	-1	0	15	5	1	5	2
Cn1nnnc1SCC(=O)Nc1cccc(S(=O)(=O)N2CCCC2)c1	0	-28	-9	-3	.	.	.	5
O=C1NC(=S)N(C(=O)c2ccc(F)cc2)/C1=C/c1cccnc1	.	22	.	.	4	2	-4	.
Cc1nnc(SCC(=O)NC23CC4CC(CC(C4)C2)C3)s1	-2	19	4	19	-5	1	-2	3
CCCCCOc1ccc(CSC(=N)N)cc1[N+](=O)[O-]	-2	.	.	.	-20	0	0	.
Cc1ccc(C2CC(c3ccc(Br)cc3)=NN2C(=O)CSC2=NN3CCCC(=O)N=C3S2)cc1 (configuration not stated)	-1	12	1	-4	1	-1	-3	13
O=C(NCCCl)NNC(=O)c1cc2ccccc2cc1O	.	-23	3	-3	3	.	.	.
O=C(CCn1ccnc1)Nc1nc2ccccc2[nH]1	0	5	.	.	10	-1	-2	-5
COc1ccc(CC(=O)Nc2ccc(S(=O)(=O)N3CCCC3)cc2)cc1OC	4	.	15	10	0	0	1	-1
COc1ccccc1NS(=O)(=O)c1cccc(C(=O)N2CCCC2)c1	-2	-5	6	4	2	0	-4	7
CC(=O)Nc1sc(C)c(C)c1CN1CCN(Cc2ccccc2)CC1	-3	-6	-1	8	2	-1	-2	8
CCc1cccc(NC(=O)C2CCCN(S(=O)(=O)c3cccs3)C2)c1 (configuration not stated)	2	10	-31	-4	.	-1	-1	-4
Cc1sc2nc(Cc3ccccc3)[nH]c(=O)c2c1-c1ccccc1	-4	-22	29	8	.	.	.	.
CCCNC(=O)Nc1ccc2c(c1)C(=O)N(C)[C@@H]1CC[C@@H](CC(=O)NC3CCC3)O[C@@H]1CO2	-13	2	6	-2	-5	0	4	-1
CCOC(=O)c1cc(C#N)c(SC)nc1-c1ccccc1	-24	.	.	.	3	3	-3	-7
Cn1ncc(Cl)c1C(=O)Nc1sc2c(c1C(N)=O)CCC2	1	16	.	.	-59	1	3	2
NC(=O)NNc1ncc(C(F)(F)F)cc1Cl	-8	6	5	8	.	.	.	.
NC(=O)c1ccccc1NC(=O)Cc1cccs1	-5	-5	19	5	9	2	-4	-4
CCn1nc(C)c(/C=C/C(=O)Nc2ccc(C)cc2C)c1C	10	12	11	-7	.	.	.	.
O=C(Nc1ccccc1F)N[C@H]1CC[C@H](CCNS(=O)(=O)c2ccc(F)cc2)O[C@@H]1CO	-13	.	8	-11	-3	1	-4	4
CN(Cc1c(O)ccc2c1oc(=O)c1ccccc12)C1CCCCC1	23	.	14	-35	1	9	1	8
O=C(CSc1nc(O)cc(=O)n1-c1ccccc1)Nc1ccc2c3c(cccc13)CC2	.	-12	-7	-19	-1	1	5	0
Cc1cc(OCc2cc(C(=O)N(C)C(C)c3ccccn3)no2)cc(C)c1Cl (configuration not stated)	-1	-114	-35	-38	-2	5	-3	-1
C[C@H]1CCCCO[C@@H](CN(C)C(=O)c2ccccc2)[C@@H](C)CN([C@@H](C)CO)C(=O)c2cc(NC(=O)Nc3ccc(F)cc3)ccc2O1	11	10	-19	9	?	-1	7	.
COc1cc(NC(=O)CSc2nncn2C)cc(OC)c1OC	-4	-5	6	-17	-11	.	.	.
Cc1ccc(OCC(=O)Nc2ccc3oc(=O)ccc3c2)c(C)c1	-4	15	19	6	.	-1	5	12
C[C@@H]1CN([C@@H](C)CO)C(=O)c2cccc(NS(=O)(=O)c3cccs3)c2O[C@@H]1CN(C)C(=O)Nc1ccc(F)cc1	-7	-13	-27	7	8	-5	-1	-6
N#Cc1ccc(Oc2ccc(-c3nc4ccccc4nc3-c3ccccc3)cc2)cc1C#N	-2	18	-30	15	-3	-1	8	.
COc1ccc(OCCCCOc2ccccc2Cl)cc1	-11	.	.	.	-18	-1	4	-14
C[C@@H]1CN([C@H](C)CO)C(=O)c2cccc(NS(=O)(=O)c3ccc(F)cc3)c2O[C@H]1CN(C)CC1CCCCC1	11	5	21	-14	-5	-4	0	-10
CSC(=NCCCN1CCOCC1)NS(=O)(=O)c1cccs1	3&-5	.	0	27	-8&3	-1&1	-4&0	2&0
CC(=O)N1CC(=O)N2[C@@H](CO)[C@H](c3ccc(-c4cccc(C(=O)N(C)C)c4)cc3)[C@@H]2C1	.	-38	17	20	-4	.	.	.
O=C(Nc1nc(-c2ccccn2)cs1)C12CC3CC(CC(O)(C3)C1)C2	71*	-139	6	.	-16	.	.	.
CN(Cc1ccco1)C(=O)Cn1ncc2c([nH]c3ccccc32)c1=O	-6	-15	-2	5	-8	1	-4	6
CN(C)CC#Cc1ccc([C@@H]2[C@@H](CO)N3CCCCN(S(=O)(=O)c4ccccc4)C[C@@H]23)cc1	4	-13	-3	6	-10	0	11	16
COc1ccc(NS(=O)(=O)c2ccc(Oc3c(C#N)cccc3C#N)cc2)cc1	-4	21	-47	12	.	.	.	.
FC(F)(F)c1cccc(-n2cccc2/C=N/n2cnnc2)c1	-11	.	.	.	1	-2	-1	11
CC(=O)Nc1ccc(NC(=O)CN(c2ccc(F)cc2)S(=O)(=O)c2ccc3c(c2)OCCO3)cc1	1	.	3	3	5	-2	0	5
O=C(c1ccc(-c2ccccc2)cc1)N1CCC(C(=O)N2CCCC2)CC1	1	.	.	.	2	2	-5	2
C[C@H](O)C#Cc1cnc2c(c1)C(=O)N([C@@H](C)CO)C[C@H](C)[C@@H](CN(C)CC1CCCC1)O2	-1	-8	4	1	1	9	4	-3
COc1ccc(NC(=O)CN2CCCCC2)cc1	-4	.	.	.	-4	-2	-7	3
Cn1c(=O)[nH]c2ncccc21	5	-3	5	-15	3	-6	-7	3
CC(C)N(Cc1ccccc1)C(=O)COc1ccccc1	-6	-16	28	6	-6	1	1	-3
COc1cccc(-c2cnc3c(c2)C(=O)N([C@H](C)CO)C[C@@H](C)[C@H](CN(C)Cc2ccccc2)O3)c1	1	8	-5	11	-11	1	-2	37
(further entries)
SMILES	ARNT-TACC3 inh	PAX8 inh HTS	GSIS activator	LGR2 antag	PGC1a acetyl inh	Cneo AK release	PglD DTNB	Statin myotox sup
C[C@@H]1CN([C@@H](C)CO)C(=O)Cc2cc(NC(=O)Cc3cn(C)c4ccccc34)ccc2O[C@@H]1CN(C)C(=O)Nc1ccc(F)cc1	.	.	2	-6	2	.	.	-13
O=C1c2cccc3cc(Br)cc(c23)C(=O)N1Nc1ccc(Br)cc1	-2	9	-5	13	0	1	-1	3
O=C(COc1cc(F)ccc1[N+](=O)[O-])Nc1cc(S(=O)(=O)N2CCCC2)ccc1Cl	-1	5	-1	32	-13	-1	2	12
CCC(=O)N/C(=N/c1nc(C)cc(C)n1)Nc1cccc(OC)c1	41	.	12	12	-22	-2	4	-45

Arranged by the number under ARNT-TACC3 inh (descending): 3 of the compounds above.
compound,ARNT-TACC3 inh,GSIS activator,LGR2 antag,PGC1a acetyl inh,PglD DTNB
CC(=O)Nc1ccc(NC(=O)CN(c2ccc(F)cc2)S(=O)(=O)c2ccc3c(c2)OCCO3)cc1,1,3,3,5,0
CC(=O)Nc1nc2cc(C(N)=O)ccc2s1,-3,14,-6,.,5
COc1cc(NC(=O)CSc2nncn2C)cc(OC)c1OC,-4,6,-17,-11,.
